HKDC1 inh – inhibitors of human hexokinase HKDC1. Q2TB90. recombinant HKDC1, G6PDH/diaphorase resazurin coupled fluorescence. inhibition, % at 20 µM. hit rate 0.16% among 340,000. AID 493160;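 active = inhibition above about 35% when tested at 20 µM, limit read from the data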;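 note: plate controls were DMSO wells with enzyme for no effect and DMSO wells lacking enzyme for full effect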
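Test system: recombinant HKDC1 (HK5) hexokinase enzyme, produced in-house / Doses: 20 µM test compound, 1% DMSO / Timing: 90 min, room temperature / Detection: G6PDH/diaphorase-coupled fluorescence, 1 mM NADP, 100 µM resazurin, 525/613 nm / Control set: DMSO wells with and without enzyme mix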
PfG6PD inh – PfG6PD (Plasmodium falciparum) enzyme inhibition | inhibition, % at 20 µM | PfGluPho enzyme, NADPH resazurin-diaphorase fluorescence | hit rate 0.78% among 350,000;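 active = inhibition reaching at least a set limit at 20 µM in the primary screen, cut at about 59% in these data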;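 note: 0% = DMSO wells with substrate and 100% = DMSO wells lacking glucose-6-phosphate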
SENP8 block-1 – inhibitors of human SENP8 protease. Q96LD8. purified SENP8, Z-RLRGG-aminoluciferin cleavage, luminescence. inhibition, % at 10 µM. hit rate 1.2% among 330,000. AID 2540; in the data active = inhibition above about 50%
Target sequence (Q96LD8 whole entry, looked up): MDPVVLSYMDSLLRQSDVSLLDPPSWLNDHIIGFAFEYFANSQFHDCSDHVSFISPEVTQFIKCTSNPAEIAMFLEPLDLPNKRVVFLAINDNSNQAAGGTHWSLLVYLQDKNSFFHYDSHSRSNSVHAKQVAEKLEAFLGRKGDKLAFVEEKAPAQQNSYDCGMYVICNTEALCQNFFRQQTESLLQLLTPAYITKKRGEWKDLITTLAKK
SENP1 FRET inh – blocks the human SENP1 SUMO protease catalytic domain; Q9P0U3; recombinant SENP1 catalytic domain, CyPet-SUMO1-YPet FRET cleavage; inhibition, % at 10 µM; hit rate 0.21% among 360,000;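 active = inhibition at least 30% at 10 µM, raw YFP signal under a set limit, fluorescence ratio 0.5 to 1.5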;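 note: 0% = enzyme with DMSO and 100% = no enzyme wells; some results filed as inactive read as strong as hits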
Target sequence (Q9P0U3 419-644 limits assumed): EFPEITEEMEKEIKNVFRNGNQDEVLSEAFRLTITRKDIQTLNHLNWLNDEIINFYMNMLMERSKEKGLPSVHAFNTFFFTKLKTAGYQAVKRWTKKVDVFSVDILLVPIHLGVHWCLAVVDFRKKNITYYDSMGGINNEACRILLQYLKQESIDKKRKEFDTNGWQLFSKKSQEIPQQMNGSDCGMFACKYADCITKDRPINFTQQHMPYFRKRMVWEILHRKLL
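Material – human SENP1 catalytic domain · Input – SENP1 enzyme, 20 pM final · Compound dosing – single concentration of 10 µM compound, 0.5% DMSO final · Timing – enzyme reaction for 50 min at room temperature, dark · Measured by – FRET fluorescence in CFP and YFP emission channels · Control set – no-enzyme wells low, DMSO-plus-enzyme wells high control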
SENP6 inh – SENP6 protease inhibition | Q9GZR1 | Recombinant SENP6 catalytic domain, aminoluciferin luminescence | inhibition, % at 10 µM | hit rate 1.8% among 330,000 | AID 2599;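 active = inhibition above about 50% at the single tested dose, limit read from the data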;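 note: plate controls were DMSO wells with enzyme for no effect and DMSO wells lacking enzyme for full effect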
SENP7 inh – inhibitors of human SENP7 protease; recombinant SENP7, Z-RLRGG-aminoluciferin luminescence, 40 min; hit rate 1.5% among 330,000; AID 434973; inhibition, % at 5 µM; Q9BQF6;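 active = inhibition above about 50% at the single test dose, limit read from the data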;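 note: plate controls were DMSO with enzyme for no effect and no enzyme buffer wells for full effect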
Target sequence (Q9BQF6 706-1050 limits assumed): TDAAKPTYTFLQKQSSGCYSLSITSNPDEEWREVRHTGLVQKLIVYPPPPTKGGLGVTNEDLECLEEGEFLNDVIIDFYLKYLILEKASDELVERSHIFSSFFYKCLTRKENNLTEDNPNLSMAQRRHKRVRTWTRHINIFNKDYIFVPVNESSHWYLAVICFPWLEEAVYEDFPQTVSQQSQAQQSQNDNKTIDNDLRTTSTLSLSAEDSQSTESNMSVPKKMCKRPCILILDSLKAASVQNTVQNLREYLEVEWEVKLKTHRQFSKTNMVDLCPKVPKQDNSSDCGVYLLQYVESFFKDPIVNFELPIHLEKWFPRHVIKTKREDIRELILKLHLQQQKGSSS
UBC13 polyUb – blocks human UBC13 polyubiquitin chain formation | P61088 | TR-FRET | hit rate 0.47% among 330,000 | inhibition, % at 20 µM; in the data active = inhibition above about 45%, passing the limit was not always enough
Target sequence (P61088 whole entry, looked up): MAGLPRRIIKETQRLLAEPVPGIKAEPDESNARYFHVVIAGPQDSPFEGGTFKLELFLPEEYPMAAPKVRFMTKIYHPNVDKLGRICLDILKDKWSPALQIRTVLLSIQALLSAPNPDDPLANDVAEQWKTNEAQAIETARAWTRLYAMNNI
SENP8 block-2 – SENP8 (human) protease inhibition | recombinant SENP8, Nedd8 substrate fluorescence | Q96LD8 | AID 602440 | inhibition, % at 20 µM | hit rate 0.64% among 360,000; in the data active = inhibition mostly above about 40%, no sharp cut-off; inactive = mostly below about 27%
MIN6 prolif – inducers of beta-cell replication in MIN6 cells. proliferation, % at 10 µM. hit rate 0.29% among 330,000. AID 2380. MIN6 cells proliferation, ATPlite luminescence, 48 h; cells starved in 0.2% serum; 100% = growth in 10% serum;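 active = compounds whose signal lies at least 3.5 SD above the mean of all wells on their plate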;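 note: 0% = DMSO-treated cells in low-serum medium and 100% = 10% serum control; some compounds called inactive have numbers as strong as hits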
An asterisk follows results filed as active; / = no result given.

Every second line gives: SENP8 block-1	SENP7 inh	PfG6PD inh	HKDC1 inh	SENP6 inh	MIN6 prolif	SENP8 block-2	SENP1 FRET inh	UBC13 polyUb
> CCC(C)(C)NC(=O)c1ccc(Br)o1
 : -4	0	-5	2	-9	-4	4	0	4
> COc1ccc(-c2ccc(CNCCCN3CCOCC3)o2)cc1Cl
 : 1	-5	2	-2	-27	-3	2	2	16
> COc1ccc(CCN2CC(C(=O)NCc3cnn(C(C)C)c3)CCC2=O)cc1 (stereo not drawn)
 : -4	14	2	-5	-17	3	13	1	-7
> CC(NC(=O)CCNC(=O)c1ccc(Br)cc1)c1ccc(S(N)(=O)=O)cc1 (stereo not drawn)
 : -13	13	-36	0	-22	5	2	1	4
> CCSC1=NCCN1S(=O)(=O)c1ccc(F)cc1
 : 4	-2	8	-2	-6	-2	9	2	1
> COc1ccc(NC2CCCN(C(=O)c3ccc4[nH]c(C)c(C)c4c3)C2)cc1OC (stereo not drawn)
 : -7	-4	41	8	-4	0	12	-5	-5
> Nc1nc2sc3c(c2cc1C(=O)N1CCOCC1)CCCC3
 : -5	-7	-1	-12	-25	-3	-479	-5	7
> COC(=O)c1ccccc1S(=O)(=O)N1CCC(C(=O)OCC(=O)c2ccccc2OC)CC1
 : -1	8	-10	3	6	2	3	-1	-5
> CCCNC(=O)C1CCCN(S(=O)(=O)c2ccc3c(c2)CC(C)N3C(=O)C2CC2)C1 (stereo not drawn)
 : 4	3	-18	2	-4	0	20	-1	2
> OCC(O)C(O)C(O)C(O)c1nc2ccccc2[nH]1 (stereo not drawn)
 : 7	3	-3	-4	-13	1	1	1	9
> CC(=O)N1c2ccc(S(=O)(=O)N(C)CC(=O)NCc3ccc(C)cc3)cc2CC1C (stereo not drawn)
 : -3	-17	-2	-4	-6	-5	17	0	-10
> C=C(C)Cn1c(=O)c2c(nc3n2CC(C)CN3Cc2ccccc2)n(C)c1=O (stereo not drawn)
 : -5	1	-14	3	12	-3	9	1	-2
> CCOC(=O)c1cc(-c2ccccc2)sc1NC(=O)CSc1nnc(N)s1
 : 6	-9	7	5	0	-4	-39	-1	0
> COc1cccc(CN2CC(C(=O)N(C)Cc3nc(C)cs3)CCC2=O)c1 (stereo not drawn)
 : 3	-9	3	-2	14	-2	4	1	2
> CCOc1ccc(C(=O)Nc2c3c(nn2-c2ccc(F)cc2)CS(=O)C3)cc1 (stereo not drawn)
 : 4	-3	-8	-4	4	1	6	4	5
> CCCn1c(NCc2cc(OC)ccc2OC)nc2ccccc21
 : -2	1	6	1	-1	-1	17	-1	-1
> CN1CCN(S(=O)(=O)c2ccc(Cc3ccc(S(=O)(=O)N4CCN(C)CC4)cc3)cc2)CC1
 : 2	2	-1	-3	-3	-5	17	0	15
> COc1ccccc1NC(=O)N1CCN(CCc2ccccc2)CC1
 : -6	-4	25	-6	-9	1	17	2	-10
> Cc1cc(C)n2nc(N)c(N=Nc3ccc4c(c3)OCO4)c2n1
 : 12	27	8	-1	8	-3	30	-23	-25
> COc1ccc(C2Nc3ccccc3C(=O)N2NS(=O)(=O)c2ccc(C)cc2)cc1OC (stereo not drawn)
 : -5	-2	-7	-5	-28	0	-309	-3	9

New compounds follow
Every second line gives: SENP8 block-1	SENP7 inh	PfG6PD inh	HKDC1 inh	SENP6 inh	MIN6 prolif	SENP8 block-2	SENP1 FRET inh	UBC13 polyUb
> CN1C(=O)C(O)(CC(=O)c2ccccc2O)c2cc(Br)ccc21 (stereo not drawn)
 : -2	0	4	2	-3	-8	7	3	4
> CCN1C(C(=O)Nc2cc(C)on2)=C(O)c2ccccc2S1(=O)=O
 : 7	-1	-19	-11	7	1	-11	0	2
> O=C(NC1(C(F)(F)F)OCCO1)c1ccc(F)cc1
 : -7	4	7	-12	1	-2	11	1	-6
> CCOC(=O)N1CCN(C(=O)CSc2nnc(-c3cc(OC)cc(OC)c3)o2)CC1
 : -12	-12	3	-3	-10	-1	2	2	-4
> NS(=O)(=O)c1ccc2nc(NC(=O)c3ccc4c(c3)OCCO4)sc2c1
 : 3	0	1	-6	12	1	-279	1	8
> O=C(CC(c1ccco1)S(=O)(=O)c1ccccc1)c1ccc(F)cc1 (stereo not drawn)
 : -6	-9	9	-12	3	-1	16	1	-1
> COc1ccc(CCC(=O)Nc2cc(Cl)ccc2N2CCN(C)CC2)cc1
 : -1	-2	-10	-4	-10	-2	/	/	1
> O=C(Nc1ccc(NC(=O)c2ccco2)c(Cl)c1)c1ccc2c(c1)OCCO2
 : -19	10	5	0	4	-4	-4	3	-20
> CC(=O)CC(=O)Nc1cccc2c1CCCC2
 : -7	1	1	-6	-7	-3	10	2	-1
> COc1cc2[nH]c(C(=O)NCCc3ccccc3)cc2c(OC)c1OC
 : 1	-5	4	2	11	-4	-222	2	11
> COC(=O)CCCC1=CC2=C(c3ccccc3)C(=O)C(C)(OC(=O)C3CCCC3)C(=O)C2=CN1CCN1CCOCC1 (stereo not drawn)
 : 9	5	26	9	6	-2	24	-18	-21
> Cc1cc(=O)oc(C)c1C(=O)Nc1ccc(N(C)C)cc1
 : -5	-9	3	-2	0	-2	14	1	-15
> CC1C(=O)N2CCCc3cc(NC(=O)C(=O)NCCN4CCOCC4)cc1c32 (stereo not drawn)
 : -3	1	7	1	-12	-1	-1	0	-4
> O=C(c1cccc2ccccc12)C1CCCN(C(=O)CCCn2cncn2)C1 (stereo not drawn)
 : 6	5	-1	-5	4	-1	3	-1	-7
> Cc1ccc(NS(=O)(=O)c2cc([N+](=O)[O-])ccc2NNC(=S)Nc2cc(C)ccc2C)c(C)c1
 : -1	5	8	-5	8	-5	33	62*	-52
> CCOC(=O)c1cccc(NC(=O)CSc2nnnn2C)c1
 : -1	5	-3	-5	-13	-2	15	0	8
> CCc1nc(C)ccc1OC(=O)C12CC3CC(CC(C3)C1)C2
 : 2	2	-11	-8	5	-1	14	1	11
> O=C(NCC(=O)N1CCCCC1)c1ccc2ccccc2c1
 : -3	-13	-7	-4	-13	-2	3	-1	4
> CCc1nc2ccc(C(=O)NCCc3ccco3)cc2nc1CC
 : 11	-6	0	0	7	-1	14	2	-11
> C=CCNC(=O)c1ccc(N(C)S(=O)(=O)c2ccc(OC)cc2)cc1
 : -5	-4	-10	0	-4	-1	-292	0	8

Exported field by field: part of the list above
Cc1ccc(NS(=O)(=O)c2cc([N+](=O)[O-])ccc2NNC(=S)Nc2cc(C)ccc2C)c(C)c1
- SENP8 block-1: -1
- SENP7 inh: 5
- PfG6PD inh: 8
- HKDC1 inh: -5
- SENP6 inh: 8
- MIN6 prolif: -5
- SENP8 block-2: 33
- SENP1 FRET inh: 62*
- UBC13 polyUb: -52

CCOC(=O)c1cccc(NC(=O)CSc2nnnn2C)c1
- SENP8 block-1: -1
- SENP7 inh: 5
- PfG6PD inh: -3
- HKDC1 inh: -5
- SENP6 inh: -13
- MIN6 prolif: -2
- SENP8 block-2: 15
- SENP1 FRET inh: 0
- UBC13 polyUb: 8

CCc1nc(C)ccc1OC(=O)C12CC3CC(CC(C3)C1)C2
- SENP8 block-1: 2
- SENP7 inh: 2
- PfG6PD inh: -11
- HKDC1 inh: -8
- SENP6 inh: 5
- MIN6 prolif: -1
- SENP8 block-2: 14
- SENP1 FRET inh: 1
- UBC13 polyUb: 11

O=C(NCC(=O)N1CCCCC1)c1ccc2ccccc2c1
- SENP8 block-1: -3
- SENP7 inh: -13
- PfG6PD inh: -7
- HKDC1 inh: -4
- SENP6 inh: -13
- MIN6 prolif: -2
- SENP8 block-2: 3
- SENP1 FRET inh: -1
- UBC13 polyUb: 4

Part of the list above in order of molecular weight, descending:
Every second line gives: SENP8 block-1	SENP7 inh	PfG6PD inh	HKDC1 inh	SENP6 inh	MIN6 prolif	SENP8 block-2	SENP1 FRET inh	UBC13 polyUb
> COC(=O)CCCC1=CC2=C(c3ccccc3)C(=O)C(C)(OC(=O)C3CCCC3)C(=O)C2=CN1CCN1CCOCC1 (stereo not drawn)
 : 9	5	26	9	6	-2	24	-18	-21
> O=C(c1cccc2ccccc12)C1CCCN(C(=O)CCCn2cncn2)C1 (stereo not drawn)
 : 6	5	-1	-5	4	-1	3	-1	-7
> CCN1C(C(=O)Nc2cc(C)on2)=C(O)c2ccccc2S1(=O)=O
 : 7	-1	-19	-11	7	1	-11	0	2

(listing goes on)
Every second line gives: SENP8 block-1	SENP7 inh	PfG6PD inh	HKDC1 inh	SENP6 inh	MIN6 prolif	SENP8 block-2	SENP1 FRET inh	UBC13 polyUb
> O=C(Oc1cccc2c(OC(=O)N3CCCC3)cccc12)N1CCCC1
 : -3	7	-3	-2	12	0	22	1	-1
> O=S(=O)(c1ccccc1)N1N=C(c2ccc(Br)cc2)CC1c1ccco1 (stereo not drawn)
 : -2	2	7	-2	7	-1	0	-3	-4
> CCCC1CC(C)(C(=O)Cn2[nH]c(=O)ccc2=O)OC1=O (stereo not drawn)
 : -10	-1	-7	-10	-5	-1	16	3	-9
> COc1ccc(OC)c(S(=O)(=O)NCc2cn3cccc(C)c3n2)c1
 : 1	6	-9	-5	-11	-1	-1	-1	4
> CS(=O)(=O)N(CC(=O)NCc1ccc2c(c1)OCO2)c1cccc(Cl)c1
 : -9	-6	14	-4	3	-4	9	2	4
> CC(=O)Oc1ccc(C(=O)Nc2cccc(C(=O)Nc3ccccc3C(=O)O)c2)cc1
 : 1	1	-18	0	-3	-2	10	2	0
> CN(C)C(=O)OCc1c(-c2ccccc2)ncc2ccccc12
 : 3	-8	-11	-1	-10	0	/	/	-13
> COc1ccc(O)c(C(=O)c2coc(=N)c(C(=O)Nc3ccc(SC(F)F)cc3)c2)c1
 : -2	-1	2	2	2	-4	-97	-32	20
> Cc1ccc(C(C(=O)NC2CCCC2)N2CCCC(C)C2)cc1 (stereo not drawn)
 : -11	14	-3	-5	-1	-4	-4	-1	-6
> CC(C)c1ccc2nc3sc(C(=O)N4CCc5ccccc5C4)c(N)c3cc2c1
 : 5	4	26	-1	14	-4	-66	61*	6
> CCC(C(=O)NC(C)(C)C)N(Cc1ccccc1Cl)C(=O)c1snc(C(N)=O)c1N (stereo not drawn)
 : -9	-12	2	0	-12	1	-444	-9	13
> CC1CC(C)CN(C(=O)CCS(=O)(=O)c2ccc3c(c2)NC(=O)CS3)C1 (stereo not drawn)
 : -7	-5	6	-2	-4	-2	20	0	0
> OCCN1CCN(C(=S)Nc2ccccc2)CC1
 : 0	7	0	-6	-1	-2	17	2	-10
> O=C(CCNC(=O)c1ccc([N+](=O)[O-])cc1)NC1CCCc2ccccc21 (stereo not drawn)
 : -11	-23	-10	-4	-1	0	6	1	-5
> O=C(C[n+]1cccc2ccccc21)c1ccc([N+](=O)[O-])cc1
 : 0	-4	3	5	7	-3	-17	2	-13
> CCCNC(=O)c1onc(CSc2nc3ccccc3[nH]2)c1C(=O)NCCC
 : 7	-4	13	6	-5	-2	6	1	3
> Cc1ccc(CNC(=O)CN(C(=O)C2(C)CC(=O)N=C3C=CC=CN32)c2cc(C)ccc2C)cc1 (stereo not drawn)
 : -2	4	-9	2	0	6	-303	0	13
> CC1(C)Cc2c(cnn2-c2ccc(F)cc2)C(NC(=O)C2CCC2)C1 (stereo not drawn)
 : -1	6	-7	-11	13	2	2	3	-2

2 consecutive records already listed, for reference:
Every second line gives: SENP8 block-1	SENP7 inh	PfG6PD inh	HKDC1 inh	SENP6 inh	MIN6 prolif	SENP8 block-2	SENP1 FRET inh	UBC13 polyUb
> Cc1ccc(CNC(=O)CN(C(=O)C2(C)CC(=O)N=C3C=CC=CN32)c2cc(C)ccc2C)cc1 (stereo not drawn)
 : -2	4	-9	2	0	6	-303	0	13
> CC1(C)Cc2c(cnn2-c2ccc(F)cc2)C(NC(=O)C2CCC2)C1 (stereo not drawn)
 : -1	6	-7	-11	13	2	2	3	-2
